Source: PubChem BioAssay (NCI)
All columns: NCI-60 one-dose screen, growth in % after 48 h at 10 µM unless noted; 100 = growth as untreated, 0 = no growth, -100 = all killed.
SK-MEL-28 = SK-MEL-28 melanoma; hit rate 4.1% among 81,000
SK-MEL-2 = SK-MEL-2 melanoma; hit rate 4.7% among 77,000
SK-MEL-5 = SK-MEL-5 melanoma; hit rate 6.4% among 80,000; AID 1794755
A549/ATCC = A549/ATCC NSCLC. hit rate 3.7% among 81,000. AID 1794740
HOP-92 = HOP-92 NSCLC cells | hit rate 6.3% among 71,000
HOP-62 = HOP-62 NSCLC | hit rate 3.9% among 80,000 | AID 1794735
M14 = M14 melanoma. hit rate 6.2% among 80,000
EKVX = EKVX NSCLC; hit rate 3% among 71,000; AID 1794765
* marks the source's active call; other numbers are inactive results. Rule for the calls: active = growth percent below 10; inactive = the rest.

SMILES | SK-MEL-28 | SK-MEL-2 | SK-MEL-5 | A549/ATCC | HOP-92 | HOP-62 | M14 | EKVX
CC[C@@H]1C(=O)OC[C@@H]1Cc1cncn1C | 112 | 108 | 97 | 100 | 94 | 99 | 104 | 105

Only part of the results is shown; rates above refer to the full screens.
